KAT2A inh = inhibitors of human GCN5L2 histone acetyltransferase. 390,000 compounds, 0.21% hits. GCN5L2 HAT assay, ThioGlo1 CoA-SH fluorescence. Potency, µM (series often up to 58.9 µM), for inactives: at the highest dose activity change, negative = inhibition, most hits filed as inhibitors. Q92830
Target sequence (Q92830 whole entry, looked up): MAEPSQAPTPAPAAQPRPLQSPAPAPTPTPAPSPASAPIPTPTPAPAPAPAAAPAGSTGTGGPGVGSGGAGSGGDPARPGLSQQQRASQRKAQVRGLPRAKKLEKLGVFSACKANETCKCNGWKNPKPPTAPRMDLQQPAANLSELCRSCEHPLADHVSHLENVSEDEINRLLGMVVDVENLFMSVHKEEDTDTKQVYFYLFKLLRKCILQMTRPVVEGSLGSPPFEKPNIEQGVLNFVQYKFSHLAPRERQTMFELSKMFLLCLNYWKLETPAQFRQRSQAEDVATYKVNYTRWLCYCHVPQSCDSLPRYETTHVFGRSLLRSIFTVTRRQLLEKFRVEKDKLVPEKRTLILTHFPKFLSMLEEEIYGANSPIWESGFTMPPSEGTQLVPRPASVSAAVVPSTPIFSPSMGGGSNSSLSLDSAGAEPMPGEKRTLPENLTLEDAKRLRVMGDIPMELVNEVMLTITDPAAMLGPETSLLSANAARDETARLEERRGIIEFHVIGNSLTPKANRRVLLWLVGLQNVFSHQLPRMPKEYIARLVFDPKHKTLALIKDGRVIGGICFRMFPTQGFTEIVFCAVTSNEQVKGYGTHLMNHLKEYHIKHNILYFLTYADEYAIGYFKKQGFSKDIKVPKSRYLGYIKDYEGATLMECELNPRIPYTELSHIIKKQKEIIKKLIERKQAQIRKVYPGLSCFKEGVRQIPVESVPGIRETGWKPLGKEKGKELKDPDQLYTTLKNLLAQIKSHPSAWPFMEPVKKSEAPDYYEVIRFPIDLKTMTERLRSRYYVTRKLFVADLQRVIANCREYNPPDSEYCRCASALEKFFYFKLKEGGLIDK
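qHTS, 1536-well. 20nM enzyme, pH 7.5 HEPES/EDTA/Tween-20 buffer; 15 min compound preinc., RT. Start: 75uM H3(1-25), 70uM AcCoA, 50uM ThioGlo1. Read Ex340/Em540 at t=0 (autofluorescence flag) and t=20 min.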
FEN1 inhibitor = inhibitors of human flap endonuclease 1; P39748; Recombinant FEN1 flap cleavage, fluorescence, 15 min; Potency, µM (doses to about 114 µM), for inactives: top-dose activity change, negative = inhibition, most hits filed as inhibitors; 390,000 compounds, 0.35% hits; also: nearly all actives have a fitted effect of over 65% in size
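Read-out was taken twice, immediately and after 15 min, following addition of 50 nM substrate to 10 nM FEN1 that had sat with test compound for 15 min at room temperature. Curves came from a four-parameter Hill model.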
N370S GC = inhibits or activates N370S mutant glucocerebrosidase; P04062; N370S GC spleen homogenate, 4MU-glucoside fluorescence; Potency, µM (top dose mostly 59.4 µM), without a hit: at the highest dose activity change, negative = inhibition, actives largely listed as inhibitors; 330,000 compounds, 0.092% hits; AID 2101;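 also: 0% = full enzyme activity and -100% = no enzyme basal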
* = called active by the depositor; u = inconclusive; x = not tested or not shown; & = joins results of further samples; [ ] = dose if it differs, or a comment. Calls follow the shape of the dose curve; as a rule, active = well fitted curve in the direction sought with a large enough effect; inconclusive = small, poorly fitted or top-dose-only effect, or another doubt; inactive = no such curve, though single readings can be large; an effect the other way counts as inactive or inconclusive. Unless noted, % is scaled to controls: 0 for no effect and ±100 for the full control effect; potency is read from the fitted curve at half-maximal effect.

entry	FEN1 inhibitor	SMILES	N370S GC	KAT2A inh
1	-6%	O=C(Nc1cccc(-c2nc3ccccc3o2)c1)c1cccnc1	-3%	-6%
2	-14%	CCOC(=O)C1CCCN(c2oc(-c3ccc(F)cc3)nc2C#N)C1 (stereo not drawn)	u	-8%
3	-14%	COc1ccc(O)cc1	6%	-1%&0%
4	-7%	Cc1cc(C)n(CCNC(=O)CC2C(=O)NCCN2Cc2ccc(C)o2)n1 (stereo not drawn)	7%	-27%
5	-1%	Cc1ccc(C(=O)N/N=C2\CCc3ccccc32)c(C)c1	0%	4%
6	9%	O=C(Nc1cccc(NC(=O)c2ccccc2[N+](=O)[O-])n1)c1ccccc1[N+](=O)[O-]	5%	-1%
7	13%	CN(Cc1nc(-c2cnccn2)no1)Cc1cccc2ccccc12	-2%	-1%
8	-11%	O=C(C1CC(c2ccccc2O)=NO1)N1CCc2ccccc2C1 (stereo not drawn)	7%	-3%
9	1%	COC(=O)c1sc(N)c(C(=O)OC)c1Cn1ncc(Cl)c(Cl)c1=O	-9%	-11%
10	-12%	CSc1ccccc1NC(=O)CN(Cc1ccccc1)S(C)(=O)=O	3%	-17%
11	19%	CC1=C(C(=O)Nc2cccnc2)C(c2ccc(Cl)cc2)n2nc(SCc3ccccc3)nc2N1 (stereo not drawn)	x	-4%
12	1%	COc1ccc2cc(-c3cc(C(=O)OCC(=O)Nc4c(C)n(C)n(-c5ccccc5)c4=O)c4ccccc4n3)ccc2c1	0%	-1%
13	5%	Cc1ccc(-n2ncc3c(=O)[nH]c(SCC(=O)N4CCCc5ccccc54)nc32)cc1	6%	-19%
14	-3%	CCOCCN(C=O)c1cccc(OC)c1	-18%	-1%
15	3%	COc1ccc(S(=O)(=O)N(C)CC(=O)N2CCN(c3ccc(F)cc3)CC2)cc1OC	2%	-10%
16	-12%	CCc1ccc(-n2c(=O)c3sc4ccccc4c3n(CC(=O)NCc3ccccc3)c2=O)cc1	x	0%
17	-4%	CN(C)c1ccc(Sc2nnc(NC(=O)Nc3ccc(Cl)cc3Cl)s2)cc1	-8%	-1%
18	-7%	O=C(O)/C=C/S(=O)(=O)c1ccc2ccccc2c1	-11%	1%
19	-4%	Cc1ccccc1NC(=O)CSc1nc2ccc(NC(=O)COc3ccccc3F)cc2s1	x	-17%
20	10%	COC(=O)c1ccc(Cn2c(SCc3cccc(C)c3)nc3ccncc32)cc1	x	5%

Copied from above: compounds 3 to 20
entry	FEN1 inhibitor	SMILES	N370S GC	KAT2A inh
3	-14%	COc1ccc(O)cc1	6%	-1%&0%
4	-7%	Cc1cc(C)n(CCNC(=O)CC2C(=O)NCCN2Cc2ccc(C)o2)n1 (stereo not drawn)	7%	-27%
5	-1%	Cc1ccc(C(=O)N/N=C2\CCc3ccccc32)c(C)c1	0%	4%
6	9%	O=C(Nc1cccc(NC(=O)c2ccccc2[N+](=O)[O-])n1)c1ccccc1[N+](=O)[O-]	5%	-1%
7	13%	CN(Cc1nc(-c2cnccn2)no1)Cc1cccc2ccccc12	-2%	-1%
8	-11%	O=C(C1CC(c2ccccc2O)=NO1)N1CCc2ccccc2C1 (stereo not drawn)	7%	-3%
9	1%	COC(=O)c1sc(N)c(C(=O)OC)c1Cn1ncc(Cl)c(Cl)c1=O	-9%	-11%
10	-12%	CSc1ccccc1NC(=O)CN(Cc1ccccc1)S(C)(=O)=O	3%	-17%
11	19%	CC1=C(C(=O)Nc2cccnc2)C(c2ccc(Cl)cc2)n2nc(SCc3ccccc3)nc2N1 (stereo not drawn)	x	-4%
12	1%	COc1ccc2cc(-c3cc(C(=O)OCC(=O)Nc4c(C)n(C)n(-c5ccccc5)c4=O)c4ccccc4n3)ccc2c1	0%	-1%
13	5%	Cc1ccc(-n2ncc3c(=O)[nH]c(SCC(=O)N4CCCc5ccccc54)nc32)cc1	6%	-19%
14	-3%	CCOCCN(C=O)c1cccc(OC)c1	-18%	-1%
15	3%	COc1ccc(S(=O)(=O)N(C)CC(=O)N2CCN(c3ccc(F)cc3)CC2)cc1OC	2%	-10%
16	-12%	CCc1ccc(-n2c(=O)c3sc4ccccc4c3n(CC(=O)NCc3ccccc3)c2=O)cc1	x	0%
17	-4%	CN(C)c1ccc(Sc2nnc(NC(=O)Nc3ccc(Cl)cc3Cl)s2)cc1	-8%	-1%
18	-7%	O=C(O)/C=C/S(=O)(=O)c1ccc2ccccc2c1	-11%	1%
19	-4%	Cc1ccccc1NC(=O)CSc1nc2ccc(NC(=O)COc3ccccc3F)cc2s1	x	-17%
20	10%	COC(=O)c1ccc(Cn2c(SCc3cccc(C)c3)nc3ccncc32)cc1	x	5%

The listing continues:
entry	FEN1 inhibitor	SMILES	N370S GC	KAT2A inh
21	6%	CC1=C(C(=O)N2CCOCC2)C(c2cccs2)NC(=O)N1 (stereo not drawn)	4%	1%
22	-3%	CCCSc1ccc([C@@H]2[C@H]3C(=O)N(C)C(=O)[C@H]3[C@]3(C(=O)OC)CCCN23)cc1OC	x	0%
23	2%	Cc1nn(C(=O)CCC(=O)NCc2ccc(OC(C)C)cc2)c2ccccc12	-4%	-3%
24	-7%	O=C(Nc1cccc(C(F)(F)F)c1)C1CCCO1 (stereo not drawn)	-5%	-1%
25	3%	O=C(O)C1=C[C@H](c2ccc(F)cc2)C[C@H](OCCCCO)O1	10%	-8%
26	7%	COc1cccc(NC(=O)CN(C)C(=O)c2cc3ccccc3cc2OC)c1	x	-8%
27	-4%	CCCn1c(=N)c(C(=O)NCC2CCCO2)cc2c(=O)n3cccc(C)c3nc21 (stereo not drawn)	15%	-2%
28	-13%	Cc1c(C(=O)NCCSCc2ccc(F)cc2)cnn1-c1ccc(Cl)cc1	-3%	-6%
29	-2%	CSc1nc(N2CCCC2)c2c(c1C#N)CC(C)(C)OC2	14%	-5%
30	5%	CCOC(=O)CCN(Cc1sccc1C)S(=O)(=O)c1ccc(F)cc1	9%	-3%
31	-1%	N#CCCn1cc(C(=O)Nc2ccc(C(=O)O)cc2)c(-c2cccc(Br)c2)n1	-14%	-3%
32	11%	NC(=O)CC(NC(=O)c1ccccc1)c1ccc(N2CCCCCCC2)c([N+](=O)[O-])c1 (stereo not drawn)	-5%	-29%
33	0%	COc1ccc2c(c1)c(CC(=O)Nc1ccc(C)cc1)c(C)n2C(=O)c1ccc(Cl)cc1	x	2%
34	11%	O=C(CSc1nc2scc(-c3ccccc3)c2c(=O)[nH]1)N1CCCCC1	-3%	9%
35	-21%	COc1ccc(/C=N/OC(=O)Nc2ccccc2)cc1[N+](=O)[O-]	-7%	3%
36	16%	CCn1cnc2c1c(=O)n(CC(=O)NN)c(=O)n2Cc1ccccc1	-8%	u
37	x	N=C1C(c2nc3ccccc3c(=O)[nH]2)=C(O)CN1c1ccccc1	4%	-4%
38	-13%	CCCSc1nnc(NC(=O)CCc2ccccc2)s1	0%	0%
39	-4%	O=C(c1cccc(S(=O)(=O)N2CCOCC2)c1)N1CCCC(C(F)(F)F)C1 (stereo not drawn)	-22%	5%
40	15%	CCN1CCN(Cc2nc3c(c(=O)n(C)c(=O)n3C)n2CC(=O)c2ccccc2)CC1	-3%	1%
41	6%	CC1(C)COC(c2cccn2Cc2ccc(F)cc2Cl)=N1	1%	-10%
42	-9%	CC(O)C(=O)N/N=C/c1cccc(Cl)c1Cl (stereo not drawn)	-3%	0%
43	-3%	O=C(COC(=O)CNC(=O)c1ccc([N+](=O)[O-])o1)Nc1ncc(Cl)cc1Cl	x	-16%
44	-7%	Cc1c(NC(=O)C2C3C=CC(C3)C2C(=O)O)c(=O)n(-c2ccccc2)n1C (stereo not drawn)	7%	0%
45	-19%	COCCn1nnnc1C(C(C)C)N(Cc1ccccc1)Cc1cc2cc(OC)ccc2[nH]c1=O (stereo not drawn)	2%	-2%
46	15%	Cc1[nH]c2ccccc2c1C(=O)C(C)OC(=O)c1ccc(NC(=O)CC#N)cc1 (stereo not drawn)	-20%	-9%
47	-11%	COc1ccccc1NC(=O)c1ccc(NS(=O)(=O)c2ccc(F)c(F)c2F)cc1	9%	-5%
48	0%	CC(C)c1onc(C(=O)NCc2ccc(F)cc2)c1[N+](=O)[O-]	-11%	-3%
49	1%	CCOc1ccc(NS(=O)(=O)c2cc(C(=O)N3CCCC3)ccc2Cl)cc1	6%	u
50	0%	COc1ccc(CCNC(=O)CC(=O)N/N=C/c2ccc(C(=O)O)cc2)cc1OC	3%	-2%
51	1%	NC(=O)CSc1nnc(-c2ccccc2F)n1C1CC1	-10%	-6%
52	-21%	O=C(C1CC(c2ccc(F)cc2)=NO1)N1CCN(Cc2ccccc2)CC1 (stereo not drawn)	3%	-12%
53	0%	COc1ccc(-c2nc(CNC(=O)NC3CCCCC3)c(C)o2)c(OC)c1	x	3%
54	0%	COc1ccc(C)cc1S(=O)(=O)Nc1ccc(-n2c(C)nc3ccccc3c2=O)cc1	-3%	-1%
55	0%	CC(C)[C@H](NS(=O)(=O)c1ccccc1)C(=O)Nc1nccs1	x	-5%
56	-1%	Cc1cccc(/C(N)=N/OC(=O)c2ccoc2C)c1	-7%	-8%
57	1%	CCCN(C(=O)c1c(C)oc2ncn(CC(C)C)c(=O)c12)c1ccccc1C	x	7%
58	7%	CCOc1ccc(N/C=C/C(=O)c2ccc(C)cc2)c([N+](=O)[O-])c1	3%	-1%
59	8%	Cc1cccc(NC(=O)C2c3ccccc3Oc3ccccc32)n1	u	1%
60	-8%	CCOc1ccc(C2OC34CCCCC3C(C#N)(C#N)C2(C#N)C(=N)O4)cc1OC (stereo not drawn)	u	-16%
61	3%	COc1ccc(-c2cccc(NS(=O)(=O)c3cc([N+](=O)[O-])ccc3C)c2)nn1	-11%	u
62	u	CCCn1c2ccccc2c2cnn(CC(=O)NCCCN(Cc3ccccc3)C(C)C)c(=O)c21	x	-4%
63	8%	O=C(CCCNC(=O)/C(=C/c1ccc(Br)cc1)NC(=O)c1ccccc1)OCc1ccccc1	9%	-1%
64	1%	CCN(CC(=O)NCc1cccs1)C(=O)/C=C/c1cccc(OC)c1OC	-5%	-4%
65	-17%	COc1ccc(C)cc1S(=O)(=O)N(C)CC(=O)Nc1ccc2c(c1)OCCO2	-25%	-14%
66	-3%	CCCC(=O)Nc1cccc(NC(=S)NC(=O)C(C)Oc2ccc(Cl)cc2Cl)c1 (stereo not drawn)	8%	-9%
67	11%	Cc1ccc(CCNC(=O)C2CCCN2S(=O)(=O)c2ccc3c(c2)CCC(=O)N3)cc1 (stereo not drawn)	u	-7%
68	3%	CCCCCn1c(CCNC(=O)c2ccc(F)cc2)nc2ccccc21	x	-2%
69	-9%	COc1ccc(-c2cc(OC(=O)c3cccc(C)c3)c3c(C)oc(C)c3c(=O)c2)cc1	x	-6%
70	-13%	Cc1ccc(-c2[nH]ncc2/C=N/n2c(COc3ccccc3)nc3ccccc3c2=O)cc1	2%	27%

(list continues)
entry	FEN1 inhibitor	SMILES	N370S GC	KAT2A inh
71	-5%	Cc1cc(Br)ccc1NC(=O)CNC(=O)Cc1ccc(S(=O)(=O)N2CCOCC2)s1	-7%	-2%
72	x	Cn1nnnc1SCC(=O)Nc1ccc(Cl)cc1Cl	5%	-2%
73	-9%	COc1ccc(CNC(=O)C2CC=CCC2C(=O)O)cc1OC (stereo not drawn)	-1%	-2%
74	-20%	Cc1ccc(CNCc2cc3c(C(C)(C)C)nn(-c4ccccc4)c3[nH]c2=O)cc1	-25%	-27%
75	0%	COc1ccc(NC(=O)CSc2nc(N)c(NC(=O)c3ccccc3F)c(=O)[nH]2)cc1	2%	0%
76	-7%	O=C(Nc1ccc(-c2csc(-c3ccccc3)n2)cc1)c1ccccc1	4%	-3%
77	-8%	O=C(Nc1ccccc1N1CCOCC1)c1cc(F)cc(F)c1	11%	-11%
78	-20%	CCOC(=O)N1CCC(NC(=O)c2ccc3c(c2)N(Cc2ccccc2)CCS3)CC1	5%	-27%
79	-19%	C=CC[C@H]1CC(C)=C[C@H](CC=C)N1C(=O)c1cc(COc2ccccc2SC)on1	0%	2%
80	7%	Cc1ccccc1N1CCN(Cc2c[nH]c3ccccc23)CC1	-7%	-6%[0.501 µM]
81	-4%	COC(=O)C1C2C=CC3(CN(CC4CCCO4)C(=O)C13)O2 (stereo not drawn)	1%	-2%
82	-5%	S=C(NCCN1CCOCC1)Nc1ccc(Cl)cc1	-15%	-7%
83	-2%	CSc1nc2ccccc2n1CC(=O)Nc1c(C)cccc1C	7%	-1%
84	u	CCOC(=O)c1ccc2c(c1)C1C=CCC1C(C(=O)OCC)N2 (stereo not drawn)	-5%	-9%
85	2%	Cc1cc(C)nc(Sc2c(F)c(F)c(C(F)(F)F)c(F)c2F)n1	9%	5%
86	4%	C[C@H](CO)N1C[C@H](C)[C@@H](CN(C)C(=O)Nc2ccc(C(F)(F)F)cc2)Oc2c(NC(=O)CCC(F)(F)F)cccc2C1=O	x	0%
87	-13%	COc1cc(C(=S)N2CCOCC2)ccc1OC(=O)c1ccccc1	-3%	-2%
88	3%	COc1ccc(NC(=O)Nc2ccccc2C(N)=O)cc1OC	8%	x

Screening results: PubChem BioAssay, National Center for Advancing Translational Sciences (NCATS)
